Source: PubChem BioAssay
NR3A LBD binder: modulates the human NR3A ligand-binding domain. NR3A LBD differential scanning fluorimetry, Tm shift; 0% = protein alone, 100% = glycine-bound protein. Tm shift relative to glycine control, % at 25 µM. 340,000 tested, 2.5% active;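 active = melting temperature shift of at least 10% of the positive control shift, at one fixed dose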
tim10-1 inh: tim10-1 yeast growth inhibition | S. cerevisiae tim10-1 ts strain growth, BacTiter-Glo, 24 h | inhibition, % at 20 µM | 330,000 tested, 2.2% active | AID 463190;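 active = inhibition of at least 40%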;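 also: mutant grown at 25 °C; 0% = DMSO wells with yeast and 100% = wells holding no yeast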
MPTP inh: blocks calcium-induced mitochondrial swelling. inhibition, % at 10 µM. isolated mouse mitochondria, Ca2+ swelling absorbance, 30 min. 360,000 tested, 1.4% active;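 active = inhibition of 50% or more, scaled per plate between neutral and stimulator controls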;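 also: 0% = DMSO wells given calcium and 100% = 1 mM EGTA wells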
APJ ag: activates the human apelin receptor APJ. CHO-K1 APJ PathHunter beta-arrestin, luminescence; 0% DMSO wells, 100% apelin. AID 2520. 330,000 tested, 0.11% active. activation, % at 20 µM. P35414;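 active = activation more than six SD over the plate average, tested at 20 µM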;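 also: 0% = DMSO alone and 100% = apelin-13 at 10 nM; some results filed as inactive read as strong as hits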
Target sequence (P35414 whole entry, looked up): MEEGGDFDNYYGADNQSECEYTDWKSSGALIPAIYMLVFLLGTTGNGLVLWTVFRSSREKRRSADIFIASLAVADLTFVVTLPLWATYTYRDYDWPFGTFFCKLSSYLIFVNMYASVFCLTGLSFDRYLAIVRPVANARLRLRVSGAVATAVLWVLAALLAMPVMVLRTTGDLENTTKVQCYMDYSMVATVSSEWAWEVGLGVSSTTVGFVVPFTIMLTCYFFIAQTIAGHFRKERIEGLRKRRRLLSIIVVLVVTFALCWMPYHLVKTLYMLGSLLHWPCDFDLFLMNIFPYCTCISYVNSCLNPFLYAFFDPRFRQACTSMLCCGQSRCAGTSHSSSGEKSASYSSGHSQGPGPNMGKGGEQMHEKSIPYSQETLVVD
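Assay system: CHO-K1 cells stably expressing ProLink-tagged human APJ and arrestin–beta-gal acceptor. Compound dosing: 20 µM single point, 1% DMSO. Times: 16-18 h seeding, 90 min dark compound exposure, 60 min detection. Detection: beta-gal luminescence. Evaluation: APJ–arrestin association signal. Controls: negative DMSO alone, positive Apelin-13 at 10 nM.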
MIN6 prolif: induces beta-cell replication in MIN6 cells; proliferation, % at 10 µM; 330,000 tested, 0.29% active; AID 2380; MIN6 cells proliferation, ATPlite luminescence, 48 h; cells starved in 0.2% serum; 100% = growth in 10% serum;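 active = compounds whose signal lies at least 3.5 SD above the mean of all wells on their plate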;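 also: 0% = DMSO-treated cells in low-serum medium and 100% = 10% serum control; some compounds called inactive have numbers as strong as hits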
APJ antagonist: blocks the human apelin receptor APJ. 330,000 tested, 0.32% active. P35414. inhibition, % at 20 µM. CHO-K1 APJ beta-arrestin complementation, luminescence. AID 2521;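 active = inhibition above about 40% at 20 µM, limit read from the data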;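 also: cells challenged with 10 nM apelin-13 agonist together with compound; plate controls were apelin-13 plus DMSO wells for no effect and DMSO wells lacking apelin-13 for full effect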
tim23-1 inh: growth inhibitors of tim23-1 mutant yeast; S. cerevisiae tim23-1 growth, BacTiter-Glo luminescence, 24 h; inhibition, % at 20 µM; 330,000 tested, 1.3% active;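 active = growth inhibition of the mutant yeast at or above 50%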;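 also: temperature-sensitive mutant grown at 25 °C; plate controls were DMSO-treated mutant yeast for no effect and medium wells lacking yeast for full effect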
NALP3 yeast inh: blocks the NALP3 inflammasome reconstituted in yeast; Yeast reconstituted NLRP3/ASC/caspase-1, beta-gal luminescence, 24 h; inhibition, % at 10 µM; 330,000 tested, 0.39% active;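 active = inhibition of 50% or more; inactive = inhibition below 50%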;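 also: plate controls were induced DMSO wells for no effect and uninduced yeast grown without galactose for full effect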
TIM10 inh: growth inhibitors of TIM10 yeast strain; 330,000 tested, 1.4% active; AID 463195; S. cerevisiae TIM10 strain growth, BacTiter-Glo luminescence, 24 h; inhibition, % at 10 µM;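 active = inhibition of 40% or more at the single tested concentration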;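 also: wild-type TIM10 isogenic control strain grown at permissive 25 °C; 0% = DMSO yeast wells and 100% = minimal medium wells without yeast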
Starred values were filed as active, the others as inactive.

SMILES	NR3A LBD binder	tim10-1 inh	MPTP inh	APJ ag	MIN6 prolif	APJ antagonist	tim23-1 inh	NALP3 yeast inh	TIM10 inh
Cc1ccc(CSC2=NCCN2C(=O)C2CC2)cc1	0.4	15.1	2.0	-3.6	1.9	7.6	15.3	24.7	-0.9
CC(C)(C)CC(=O)Nc1ccccc1N1CCN(c2ccc(F)cc2)CC1	0.7	30.6	2.0	-0.9	-2.0	13.0	32.0	10.6	16.0
COc1ccc2cc3cc(C(=O)N4CCCCCC4)oc3nc2c1	3.4	29.5	-0.8	-5.3	-1.0	13.4	45.0	6.1	37.9
CN1CCN(S(=O)(=O)c2ccc(NN)nc2)CC1	1.4	-0.4	0.4	-2.2	-2.6	-31.6	2.5	8.1	5.3
CC(C)Cn1c(-c2cccnc2)nc2c1c(=O)[nH]c(=O)n2CC(C)C	1.7	-12.5	0.7	-2.1	-3.1	9.7	3.2	4.8	6.5
Cc1nc2cc(C(=O)O)ccc2s1	1.0	6.7	0.5	-3.9	-0.3	19.7	-6.2	8.7	5.7
CN(c1cccc(NC(=O)CN2C(=O)c3ccccc3S2(=O)=O)c1)S(C)(=O)=O	-4.2	-4.2	-2.0	-0.1	-1.8	-7.0	1.7	17.2	-18.9
O=C(O)c1ccccc1SSc1ccccc1C(=O)O	4.9	-4.2	-0.6	-2.9	0.7	10.4	3.5	3.7	11.4
O=C(Nc1ncccc1Cl)c1cccc(F)c1	0.3	1.7	1.4	-3.3	0.2	-5.1	14.6	-0.1	-6.7
CCOC(=O)CSc1nnc(CNC(=O)c2ccc(OC)cc2OC)n1-c1ccc(OC)cc1	-1.1	30.5	-0.2	0.3	-1.0	1.5	18.5	-1.0	8.8
Cc1nn(-c2ccccc2)c(Cl)c1C(=O)NCC(C)C	2.8	15.9	-0.4	-2.5	-2.6	-12.6	14.1	28.8	-8.5
CCOc1ccccc1N1CCN(CC(O)COc2ccc3c(C)cc(=O)oc3c2)CC1 (centres undefined)	-1.5	-2.7	-0.3	-3.9	-2.7	-5.0	-0.6	5.7	0.0
C/C(=N\N=C(c1ccccc1)c1ccccc1)c1ccco1	4.7	13.9	92.9*	0.5	-5.2	10.7	3.0	9.7	-16.4
COc1ccc(OC)c2[nH]c(=O)c(CCNS(=O)(=O)c3ccc(F)cc3)cc12	0.5	9.4	0.1	-0.9	-1.1	31.1	10.1	-1.7	3.9
O=C(CO/N=C1\CCCc2nonc21)Nc1ccc(Br)cc1	2.4	-10.4	-5.2	-4.3	-1.4	10.5	4.7	3.3	-16.9

With a hit mark in MPTP inh, among the entries above:
| Structure | NR3A LBD binder | MPTP inh | APJ antagonist | NALP3 yeast inh |
| --- | --- | --- | --- | --- |
| C/C(=N\N=C(c1ccccc1)c1ccccc1)c1ccco1 | 4.7 | 92.9* | 10.7 | 9.7 |

(listing goes on)
SMILES	NR3A LBD binder	tim10-1 inh	MPTP inh	APJ ag	MIN6 prolif	APJ antagonist	tim23-1 inh	NALP3 yeast inh	TIM10 inh
COc1ccc(CN(C(=O)c2ccc(C)cc2)C2CCS(=O)(=O)C2)cc1 (centres undefined)	4.4	26.7	0.4	-2.8	0.8	-0.2	19.6	6.0	7.0
CC(NC(=O)CN(c1ccccc1F)S(C)(=O)=O)c1ccccc1 (centres undefined)	-1.7	4.1	0.0	-0.4	-1.2	3.4	12.2	-9.5	3.0
N#Cc1c(NC(=S)NC(=O)C2CCCC2)sc2c1CCCCC2	8.6	25.8	39.6	-0.8	0.0	15.4	15.6	7.5	23.0
CCC(CC)NC(=O)Cc1ccccc1OC	-0.4	-6.4	-0.7	2.9	-0.4	14.7	-0.5	7.4	0.2
Cc1ccc(NC(=O)CCn2cnc3ccccc3c2=O)cc1Cl	0.6	-21.0	-2.1	-4.0	-1.8	5.3	-16.8	3.9	-4.6
Cc1ccccc1SC1CCN(C(=O)C2CCC(=O)N(C3CC3)C2)CC1 (centres undefined)	-1.0	17.8	-1.1	-3.0	2.0	19.8	8.4	14.5	-10.9
CC1CCN(CCCNC(=O)C2CCC(CNS(=O)(=O)c3ccccc3)CC2)CC1 (centres undefined)	-0.1	-5.6	-0.5	-4.7	-1.5	-23.7	-18.4	21.7	3.8
CSc1ccccc1NC(=O)CO/N=C(\C)c1cc2ccccc2o1	10.6*	18.8	0.6	-2.5	-1.5	16.8	16.0	19.7	25.3
Cc1ccc(NC(=O)COC(=O)COc2cccc3c2OC(C)(C)C3)cc1C	0.9	12.2	0.1	-5.6	0.6	14.9	25.2	18.5	5.8
N/C(=N/O)c1cccn1Cc1ccccc1[N+](=O)[O-]	0.8	16.2	-2.9	0.1	-0.3	-15.4	-3.4	-15.7	-10.5
Cc1c(NC(=O)c2ccc(Cl)c([N+](=O)[O-])c2)cccc1-n1cnnn1	-3.5	5.8	-1.1	-2.4	-5.4	1.5	8.1	23.1	-2.7
CCCc1cc(C(=O)OCC(=O)N(CCC)c2c(N)n(Cc3ccccc3)c(=O)[nH]c2=O)sc1C	-3.3	2.7	-1.2	-6.0	-0.1	-6.6	-11.0	15.1	-3.7
COc1ccccc1C(=O)NC(=O)COC(=O)CNC(=O)c1ccccc1	-2.1	1.1	-0.6	-2.5	-3.9	5.9	5.3	24.3	0.0
COc1ccc(CCN(C)Cc2nc(-c3cnccn3)no2)cc1OC	-1.2	19.1	0.4	-0.3	-3.2	4.3	9.7	6.3	2.0
CCC1CCCCN1Cc1ccc(CNS(=O)(=O)c2ccc3c(c2)oc(=O)n3C)o1 (centres undefined)	-0.2	7.3	3.2	-1.2	0.5	14.7	2.9	-1.2	-4.1
CCC(CC)C(=O)Nc1nnc(S(=O)(=O)Nc2ccc(OC)cc2)s1	2.4	-3.2	1.1	0.1	-2.8	13.7	0.1	7.6	11.1
Cc1cc(=O)oc2c(C)c(OCC(=O)NCCCN3CCCC3=O)ccc12	0.7	0.6	-1.2	2.2	0.6	-34.0	4.1	11.8	-0.2
CCOC(=O)C1CCN(S(=O)(=O)c2ccc3c(c2)N(C)C(=O)CC(=O)N3C)CC1	0.3	21.4	-1.2	-4.6	2.5	10.3	10.5	8.4	2.1
Cc1ccc(NC(=O)CCCN2C(=O)/C(=C/C=C/c3ccccc3)SC2=S)cc1	0.4	16.3	0.8	2.2	0.0	-0.9	24.0	21.7	13.6
COc1ccc(CC(=O)Nc2ccc(OC(C)=O)cc2C(=O)O)cc1	0.3	3.0	-3.7	-2.9	-0.1	12.1	6.5	4.1	4.9
Cc1nc2sc(C(c3ccccc3)N3CCN(c4ccccc4F)CC3)c(O)n2n1 (centres undefined)	2.6	11.4	-0.5	-0.6	1.6	11.3	4.7	10.8	16.5
Cc1cc(NS(=O)(=O)c2ccc(NC(=O)/C=C/c3ccccc3)cc2)no1	-7.1	-17.6	0.2	0.6	-2.2	20.9	7.5	8.1	6.3
Cc1ccc(Cl)cc1N1CCN(C(=O)c2noc(C(C)C)c2[N+](=O)[O-])CC1	-1.4	20.9	1.1	18.4	-7.0	-18.1	45.6	-41.3	17.6
O=S(=O)(c1ccc(Cl)cc1)N1CCN=C1SCc1ccc(Cl)c(Cl)c1	-2.5	3.4	0.1	-3.8	-3.6	13.9	-2.1	0.8	-2.5
CCN(CC(=O)Nc1ccc(NC(C)=O)cc1)C(=O)c1cc2c(s1)CCCC2	1.8	12.6	1.3	0.3	-2.2	14.6	13.4	10.9	1.1
O=C1COc2cc(S(=O)(=O)CCC(=O)N3CCCCC3)c(Cl)cc2N1	-1.2	5.0	-1.1	-1.4	4.0	-3.1	8.7	0.4	0.7
O=C(CC1C[C@H](C(=O)N2CCOCC2)[C@@]2(CCC3CCCC3)c3[nH]c4ccccc4c3CCN2C1=O)NCCc1ccccn1 (some centres undefined)	1.6	1.8	-0.4	-2.9	-4.2	2.3	2.2	13.3	-0.4
Cc1nn2c(NCCOCCO)c3c(nc2c1-c1ccccc1)CCCC3	-0.2	22.8	-2.0	-1.8	7.2	-6.6	18.7	-12.6	24.8
O=C(Nc1ccccc1F)c1cc2nc(C(F)F)cc(C(F)F)n2n1	0.9	10.4	0.8	-4.7	-0.2	-0.9	5.5	30.5	-0.6
CCCn1c(N2CCN(C)CC2)nc2c1c(=O)[nH]c(=O)n2C	1.3	9.7	-0.9	5.1	2.6	-0.2	7.6	-16.2	1.9

As a short view, some entries already given:
SMILES	NR3A LBD binder	tim10-1 inh	MPTP inh	APJ ag	MIN6 prolif	APJ antagonist	tim23-1 inh	NALP3 yeast inh	TIM10 inh
CCN(CC(=O)Nc1ccc(NC(C)=O)cc1)C(=O)c1cc2c(s1)CCCC2	1.8	12.6	1.3	0.3	-2.2	14.6	13.4	10.9	1.1
O=C1COc2cc(S(=O)(=O)CCC(=O)N3CCCCC3)c(Cl)cc2N1	-1.2	5.0	-1.1	-1.4	4.0	-3.1	8.7	0.4	0.7

Ordered by value in NALP3 yeast inh (descending): some entries from above.
SMILES,NR3A LBD binder,MPTP inh,APJ antagonist,NALP3 yeast inh
CCOC(=O)C1CCN(S(=O)(=O)c2ccc3c(c2)N(C)C(=O)CC(=O)N3C)CC1,0.3,-1.2,10.3,8.4
Cc1cc(NS(=O)(=O)c2ccc(NC(=O)/C=C/c3ccccc3)cc2)no1,-7.1,0.2,20.9,8.1
O=S(=O)(c1ccc(Cl)cc1)N1CCN=C1SCc1ccc(Cl)c(Cl)c1,-2.5,0.1,13.9,0.8

Continuation.
SMILES	NR3A LBD binder	tim10-1 inh	MPTP inh	APJ ag	MIN6 prolif	APJ antagonist	tim23-1 inh	NALP3 yeast inh	TIM10 inh
O=C(NCC1CC1)[C@]1(C(F)(F)F)C[C@H](CCC2CCCCC2)CCCO1	0.7	9.2	0.0	1.6	1.6	11.1	9.0	13.2	14.9
COc1ccc(N2CCN(C(=O)CCSCc3ccccc3F)CC2)cc1	0.9	40.2*	-0.7	-2.2	-2.6	-13.7	16.0	7.4	27.5
CN(C)C(CNC(=O)CSc1nc2sc3c(c2c(=O)n1C)CCCC3)c1ccccc1 (centres undefined)	1.2	3.1	1.1	-1.2	-3.3	-3.4	-0.7	6.9	-403.9
CCc1nn(CC(=O)N2CCC(C)CC2)c(=O)c2cccn12	-0.1	8.2	1.9	-1.2	7.0	4.2	-8.5	5.5	-4.8
COC(=O)c1[nH]c2ccccc2c1NC(=O)CN1CCCc2ccccc21	-14.1	39.5	4.6	-1.3	-3.7	-4.6	25.8	5.9	28.5
Cc1cc(F)ccc1NC(=O)C1CSC2(C)CCC(=O)N12 (centres undefined)	0.9	5.0	-1.2	1.5	0.5	13.0	8.0	11.2	-8.6
Cc1nc(N)c(Br)c(C)c1Br	-2.0	-0.9	-0.9	0.6	-2.9	-0.6	-11.3	10.2	11.7
Nc1nnc(SCc2ccccc2F)n1-c1ccccc1	0.2	12.1	-0.8	0.4	0.0	1.6	4.9	8.6	4.7
CC(CC(=O)c1cccs1)CC(=O)c1cccs1	3.6	16.8	1.2	-0.7	-3.1	3.9	9.2	32.5	12.0
Cc1nc(NCCc2ccc(O)cc2)c2nnn(Cc3ccccc3)c2n1	2.4	18.9	6.7	-1.3	-2.4	-5.2	15.3	21.3	0.2
CN1CC(=O)NC1=NC(=O)c1ccc(Cl)c(S(=O)(=O)N2CCCCCC2)c1	1.6	-16.5	-6.0	-3.0	-5.5	12.4	-3.1	19.5	-4.7
Cc1coc2c1c(C)cc1oc(=O)c(CC(=O)NCCC(=O)O)c(C)c12	-1.3	-9.8	-0.2	-1.8	-2.6	-0.3	-3.0	-6.6	1.3
CC(CC(=O)N1CCN(c2ccc(C(F)(F)F)cn2)CC1)n1ccnc1 (centres undefined)	-2.0	-4.9	-1.1	-3.0	-4.4	22.8	-2.3	4.6	7.0
Cc1ccc(-n2nnc3c(=O)n(CC(=O)N4CCOCC4)cnc32)cc1	-4.9	3.0	0.5	0.2	-3.0	7.0	14.2	7.1	-2.7
